Source: PubChem BioAssay (NMMLSC)
V-ATPase pHluor = yeast V-ATPase proton transport regulation by pHLuorin | hit rate 0.37% among 350,000 | response, % at 10 µM | S. cerevisiae, pHLuorin cytosolic pH fluorescence; in the data active means response mostly above about 7.3%, no sharp cut-off; inactive means mostly below about 5.4%; further: actives read high; inactives centre near 0; some compounds called inactive have numbers as strong as hits; reference of the scale not given here
Starred values were filed as active, the others as inactive.

Compound	V-ATPase pHluor
CC(C)COC(=O)N(C)C[C@H]1OCc2cnnn2CCCC(=O)N([C@H](C)CO)C[C@H]1C	-1.3
C[C@H](CO)N1C[C@H](C)[C@@H](CN(C)Cc2ccncc2)OCc2cnnn2CCCC1=O	-0.5
COCCNC(=O)c1cc(S(=O)(=O)N2CCC3(CC2)OCCO3)ccc1F	-1.5
Cc1cc(C)nc(NS(=O)(=O)c2ccc(NCN3C(=O)c4ccccc4C3=O)cc2)n1	7.5
CC(C)CC1C(=O)N(Cc2cn(Cc3ccco3)nn2)CCS(=O)(=O)N1Cc1ccc(-c2ccc(F)nc2)cc1 (configuration not stated)	0.5
CC(C)(C)OC(=O)NCCc1onc(-c2cccc([N+](=O)[O-])c2)c1C(=O)O	-0.5
COC(=O)c1cc(NC(=O)CC(=O)c2cccc(N)c2)cc(C(=O)OC)c1	1.7
COC[C@H](NS(=O)(=O)c1ccc(Br)cc1F)[C@@H](O)c1ccccc1	-1.0
O=C(O)c1cnc2ccc(Cl)cc2n1	1.8
O=C(c1ccco1)N1CCC2CC1c1c(Cl)cccc12 (configuration not stated)	1.4
CC(=O)c1cnn(-c2ccc(Cl)c(Cl)c2Cl)c1C	-0.3
Cn1cc(/C=C(\NC(=O)c2ccccc2)C(=O)NCCCn2ccnc2)c2ccccc21	-0.9
S=C(c1ccc(-c2ccc(Br)cc2)o1)N1CCOCC1	-4.3
Cc1ccc(S(=O)(=O)N(C)C[C@H]2Oc3cc(Br)ccc3S(=O)(=O)N([C@H](C)CO)C[C@H]2C)cc1	1.0
CC(=O)NCCc1ccc(C(=O)COC(=O)c2ccc(C)s2)cc1	-0.5
COCCNC(=O)c1cc(S(=O)(=O)N(C)C2CCCCC2)ccc1Cl	-5.7
CC(C)CC1C(=O)N(Cc2cn(CCC3OCCCO3)nn2)CCS(=O)(=O)N1Cc1ccc(-c2cccc(N(C)C)c2)cc1 (configuration not stated)	-0.1
COc1ccc(-c2nnc(COc3ccc(Br)cc3C)o2)cc1	-4.6
CCOC(=O)Nc1ccc(S(=O)(=O)Nc2onc(C)c2C)cc1	-1.6
Cc1onc(-c2ccccc2)c1-c1nnc(COC(=O)c2ccc(F)cc2)o1	0.9

Arranged by SMILES length (rising): some entries from above.
Compound	V-ATPase pHluor
CCOC(=O)Nc1ccc(S(=O)(=O)Nc2onc(C)c2C)cc1	-1.6
Cc1cc(C)nc(NS(=O)(=O)c2ccc(NCN3C(=O)c4ccccc4C3=O)cc2)n1	7.5
CC(C)CC1C(=O)N(Cc2cn(Cc3ccco3)nn2)CCS(=O)(=O)N1Cc1ccc(-c2ccc(F)nc2)cc1 (configuration not stated)	0.5

The list goes on.
Compound	V-ATPase pHluor
O=S(=O)(c1ccc(SCc2c(F)cccc2Cl)nc1)N1CCCC1	1.6
CCN(CC)C(=O)C1=C(C)N(Cc2ccccc2)C(=O)C(CC(=O)NCCCN(C)C)C1 (configuration not stated)	-1.3
CC(C)NC(=O)N(C)C[C@@H]1Oc2cc(Br)ccc2S(=O)(=O)N([C@@H](C)CO)C[C@H]1C	-1.1
N/C(Cc1ccc(Cl)cc1)=N\OC(=O)CCc1ccccc1	-1.5
COc1ccc(CN2C(=O)C(CC(=O)NCc3ccco3)CC(C(=O)N(C(C)C)C(C)C)=C2C)cc1 (configuration not stated)	2.8
CC(C)CNC(=O)c1cnn2c(C(F)(F)F)cc(C(F)(F)F)nc12	-1.1
Cc1cccc(NC(=O)c2nc[nH]c2C(=O)NC[C@H](C)O)c1	0.5
O=C(COC(=O)COc1ccc(Cl)cc1)Nc1cccnc1Cl	-0.4
Nc1ccccc1-n1nc2ccc3ccccc3c2n1	2.1
CCOC(=O)CCCCCC(=O)Nc1ccc2c(c1)C(=O)N([C@@H](C)CO)C[C@H](C)[C@H](CN(C)C(=O)c1ccccc1)OCCCC[C@H](C)O2	-0.6
S=C1N[C@H]2CCCC[C@@H]2N1	-1.2
CC1=NN(c2nc3ccccc3[nH]2)C(=O)C1Cc1ccccc1 (configuration not stated)	30.9
CSc1nsc(SC)c1-c1ccc(Cl)cc1	-0.5
CN(C)c1ccc(CN(C(=O)/C=C/c2ccccc2Cl)C2CCS(=O)(=O)C2)cc1 (configuration not stated)	-3.0
O=C(c1ccc(N2C(=O)c3ccccc3C2=O)cc1)N1CCN(S(=O)(=O)c2ccccc2F)CC1	1.9
CC1=C(C(=O)N(C)C)CC(CC(=O)NC2CC2)C(=O)N1Cc1ccc(C(C)(C)C)cc1 (configuration not stated)	2.6
COCCCN1CN(Cc2ccco2)CNC1=S	-1.5
O=C(N/N=C/c1ccc2nccnc2c1)c1ccc(Br)cc1	-0.8
CC(Sc1ccc(S(=O)(=O)N2CCCCC2)cn1)C(N)=O (configuration not stated)	4.6
CCCN(C(=O)CSc1nnc(-c2ccc3c(c2)OCO3)o1)C1CCS(=O)(=O)C1 (configuration not stated)	1.1
Cc1ccccc1Nc1nc(N)nc(COC(=O)c2nn(C)c(=O)c3ccccc23)n1	0.3
CCOc1ccccc1C=C1CCc2ccccc2C1=O	2.7
CCCCCCCCC(=O)N1C(C)CCC1C (configuration not stated)	-2.4
COc1ccccc1NC(=O)N(C)C[C@H]1OCc2cnnn2CCCC(=O)N([C@H](C)CO)C[C@H]1C	1.1
CCOc1cc(N2CCOCC2)c(OCC)cc1NC(=O)COC(=O)c1c(C)noc1C	-0.4
COc1cc2c(cc1OC)C(CNC(=O)C=Cc1ccccc1)C2 (configuration not stated)	-3.5
S=c1[nH]nc(-c2ccncc2)n1/N=C/c1cn(-c2ccccc2)nc1-c1ccccc1	-1.1
OCCN1CCN(CC/C=C2/c3ccccc3CSc3ccccc32)CC1	1.3
CCC(Sc1nc2ccsc2c(=O)n1Cc1ccc(C(=O)O)cc1)C(=O)Nc1cc(Cl)ccc1C (configuration not stated)	1.0
COc1cccc(OC)c1C(=O)OCC(=O)NCC1CCCCC1	2.8
Cc1ccc2c(c1)c1c3n2CCN(CCC#N)C3CCC1 (configuration not stated)	-0.5
Cc1cccc(-n2cnc3cc(C(=O)NCC4CCCO4)ccc32)c1 (configuration not stated)	-0.6
O=C(Nc1ccc(C(=O)O)cc1)/C(=C\c1ccco1)NC(=O)c1ccc(Br)cc1	1.1
COc1ccc(S(=O)(=O)N(C)C[C@@H]2OCc3cn(nn3)CCCC(=O)N([C@@H](C)CO)C[C@H]2C)cc1	0.5
COc1ccc(S(=O)(=O)N2CCOCC2)cc1NC(=O)CN1C(=O)NC2(CCC(C)CC2)C1=O (configuration not stated)	-1.7
COc1cccc(NC(=O)N(C)C[C@@H]2Oc3ncc(Br)cc3C(=O)N([C@@H](C)CO)C[C@H]2C)c1	-0.8
C[C@@H]1CN([C@@H](C)CO)C(=O)CCCn2nncc2CO[C@H]1CN(C)C(=O)Cc1ccccc1	-1.4
C[C@H](CO)N1C[C@H](C)[C@@H](CN(C)S(=O)(=O)c2ccccc2)OCc2cnnn2CCCC1=O	2.3
Cc1ccc(S(=O)(=O)N(C)C[C@H]2OCCCC[C@@H](C)Oc3ccc(NC(=O)Cc4ccccc4)cc3C(=O)N([C@H](C)CO)C[C@@H]2C)cc1	3.4
COC(=O)c1ccc(COc2ccccc2/C=N/NC(N)=O)o1	1.9

Reprinted from the part before: 2 entries; new compounds follow.
Compound	V-ATPase pHluor
Cc1ccc(S(=O)(=O)N(C)C[C@H]2OCCCC[C@@H](C)Oc3ccc(NC(=O)Cc4ccccc4)cc3C(=O)N([C@H](C)CO)C[C@@H]2C)cc1	3.4
COC(=O)c1ccc(COc2ccccc2/C=N/NC(N)=O)o1	1.9
C[C@H]1Cn2cnc(C(=O)Nc3ccc(CNC(=O)OC(C)(C)C)cc3)c2C(=O)N1	0.2
O=c1c2ccccc2c(-c2ccccc2)nn1-c1ccccc1	1.9
CCOC(=O)C1=C(COC(=O)c2cc([N+](=O)[O-])ccc2Cl)NC(=O)NC1C (configuration not stated)	1.4
COc1ccc(Cl)cc1S(=O)(=O)NC(C)c1cnn(-c2ccccn2)c1C (configuration not stated)	-3.8
CC1(C)OC(=O)C2=C(CC(c3ccccc3)OC2CCc2ccccc2)O1 (configuration not stated)	-1.8
CC1(C)CC2(OC2c2ccccc2[N+](=O)[O-])C(=O)c2ccccc21 (configuration not stated)	-4.1
COc1ccccc1CN1CCN(C(=O)c2cccc3ccccc23)CC1	-1.1
C/C(CC(=O)Nc1cccc(C(F)(F)F)c1)=N/NC(=O)C(=O)NCCO	-3.3
C[C@@H]1CN([C@H](C)CO)C(=O)CCCn2nncc2CO[C@@H]1CN(C)S(=O)(=O)c1ccc(Cl)cc1	4.3
O=[N+]([O-])c1ccc(N2CCN(Cc3ccccc3)CC2)c2c1no[n+]2[O-]	0.0
CCC/C=C/c1ccc(CN2C(C(C)C)C(=O)N(Cc3cn(CCC4OCCCO4)nn3)CCS2(=O)=O)cc1 (configuration not stated)	1.2
O=C(NC1CC1)c1ccccc1NC(=O)c1ccccc1OC(F)F	3.1
OCC[C@@H]1C[C@H](O)[C@@H](O)[C@]2(OCCc3cc(C(F)(F)F)ccc32)O1	1.4
O=C(OCc1cn([C@@H]2CN(C(=O)C3CCCCC3)[C@@H](c3ccc(Cl)cc3)C[C@H]2O)nn1)c1ccccc1	-0.2
COc1cccc(C(=O)NCCS(=O)(=O)N2CCN(c3ccccc3)CC2)c1OC	-0.1
COCCNc1nc2c(c(=O)n(C)c(=O)n2C)n1CCCc1ccccc1	0.4
Cc1csc(=O)n1CCC(=O)OCC(=O)NCc1ccccc1	1.6
O=C(Cc1ccc(Cl)cc1)N/N=C/c1ccc(O)c(O)c1	2.6
CC1=C(C(=O)N(C)C)CC(CC(=O)NCc2cccs2)C(=O)N1CCCN1CCCC1=O (configuration not stated)	1.7
O=S(=O)(c1ccc(NC(=S)N2CCCCC2CO)cc1)N1CCOCC1 (configuration not stated)	0.4
NS(=O)(=O)c1ccc(CCNC(=O)C2CCCN2C(=O)c2cccs2)cc1 (configuration not stated)	-0.7
Nc1ccn(C2OC(CCl)C(O)C2O)c(=O)n1 (configuration not stated)	0.0
COc1cccc(NC(=O)N(C)C[C@H]2Oc3cc(C#Cc4ccncc4)ccc3S(=O)(=O)N([C@H](C)CO)C[C@H]2C)c1	-0.5
O=C(Nc1cccc(Cl)c1)N1N=CCC1c1ccccc1 (configuration not stated)	-4.5
CCn1cc(C(=O)NCC(C)C)c(=O)c2cc(F)c(N3CCN(C)CC3)cc21	-2.6
Cn1cc(C=CC(=O)O)c2nccnc21	3.9
Nc1ccc(Cl)cc1C(=O)c1ccc[nH]1	-4.5
CCN(Cc1ccc(Br)s1)C(=O)CSc1nnc(C2CC2)n1C1CC1	1.1
O=S(=O)(Nc1ccc(N2CCCCC2)cc1)c1ccccc1F	4.3
O=C(OCc1ccccc1)N1CCC2CC1c1ccc(Cl)cc12 (configuration not stated)	1.4
Cc1noc(C)c1NC(=O)Nc1ccc2c(c1)C(=O)N([C@H](C)CO)C[C@H](C)[C@@H](CN(C)S(=O)(=O)c1ccc(Cl)cc1)OCCCC[C@@H](C)O2	0.5
COc1ccc2nc(N(CCN(C)C)C(=O)c3ccc4ncsc4c3)sc2c1	1.5
Cc1ccccc1Nc1nc(N)nc(COC(=O)c2ccc3c(c2)OCCO3)n1	-1.9
CN(Cc1ccccc1)C(=O)c1ncn2c1C(=O)N(C)CC2	-0.7
Nc1c(C(=O)Nc2ccccc2)sc2nc(N3CCOCC3)c3c(c12)CCCC3	-18.7
COC(=O)c1ccccc1NC(=O)CN1C(=O)c2ccccc2C1=O	-1.8
COc1ccc([C@H]2C[C@H](O)[C@@H](n3cc(C4CC4)nn3)CN2C(=O)C2CCCCC2)cc1	1.5
CCCCCC(=O)N1C[C@H](O)[C@@H](n2cc(COC(=O)c3ccccc3)nn2)C[C@@H]1c1ccc(Cl)cc1	-1.6
CCOC(=O)CCCCCC(=O)Nc1ccc2c(c1)C(=O)N([C@@H](C)CO)C[C@H](C)[C@H](CN(C)S(=O)(=O)c1ccc(OC)cc1)OCCCC[C@H](C)O2	-0.9
c1ccc(Cc2c(-c3ccccc3)nc3c4ccccc4ccn23)cc1	-0.6
O=C(Nc1ccc2c(c1)OCCO2)c1ccccc1Cl	-3.1
O=C(Nc1ccccc1Cl)OCC#CCOC(=O)Nc1ccccc1Cl	1.5
CCCCCCN1C[C@H](n2cc(-c3ccc(F)cc3)nn2)[C@@H](O)C[C@@H]1c1ccc(OC)cc1	1.3
CC(=O)Nc1ccc(S(=O)(=O)NCC(=O)OCC(=O)NCCc2ccccc2)cc1	1.4
COc1ccccc1NC(=O)N(C)C[C@H]1OCc2cnnn2CCCC(=O)N([C@H](C)CO)C[C@@H]1C	2.9
O=S(=O)(Nc1nc(-c2ccco2)c(-c2ccco2)s1)c1ccc(F)cc1F	0.5
C[C@H](CO)N1C[C@H](C)[C@H](CN(C)C(=O)c2ccccc2)Oc2cc(Br)ccc2S1(=O)=O	0.3
COCCCN(Cc1cc(OC)c(OC)c(OC)c1)C(=S)Nc1cccc(Cl)c1	-1.2
Cc1ccc(S(=O)(=O)N(C)C[C@@H]2OCc3ccccc3-c3c(n(C)c4ccccc34)C(=O)N([C@H](C)CO)C[C@@H]2C)cc1	1.3
O=C(NCCNc1ccc([N+](=O)[O-])cc1)c1cc(F)c(F)cc1Cl	0.5
O=C1c2ccccc2C(=O)N1N=Cc1ccc2c(c1)OCO2	-0.9
O=C(NCc1ccc(F)cc1)C(=O)NCC1OCCN1S(=O)(=O)c1cc(F)ccc1F (configuration not stated)	-1.2
CC(=O)c1ccc(Nc2ncnc3ccc(Br)cc23)cc1	-0.2
Cc1cc(C)c2c(CCl)cc(=O)oc2c1	2.2
Cn1c(=O)c2c(O)c(C=NCc3ccccc3)c(=O)n(C)c2n(C)c1=O	-4.5
Cc1ccc(N(CC(=O)NC(C)C)C(=O)CCC(=O)Nc2ccccn2)c(C)c1	-3.2
O=[N+]([O-])c1ccc(-c2cn3ccccc3n2)cc1	5.9

The list is partial, so the mix of outcomes need not match the whole.
